# CBFb-RUNX1 inh = CBF-beta/RUNX1 interaction disruption. Q01196+Q13951. AlphaScreen CBFb-His/RUNX1-biotin binding, biochemical. Potency, µM (series often up to 59.8 µM), for the others: at the top dose activity, negative = inhibition, actives largely listed as inhibitors. 230,000 tested, under 10 active; note: % of control where 0% means no effect
# Target sequence (Q01196 whole entry, looked up): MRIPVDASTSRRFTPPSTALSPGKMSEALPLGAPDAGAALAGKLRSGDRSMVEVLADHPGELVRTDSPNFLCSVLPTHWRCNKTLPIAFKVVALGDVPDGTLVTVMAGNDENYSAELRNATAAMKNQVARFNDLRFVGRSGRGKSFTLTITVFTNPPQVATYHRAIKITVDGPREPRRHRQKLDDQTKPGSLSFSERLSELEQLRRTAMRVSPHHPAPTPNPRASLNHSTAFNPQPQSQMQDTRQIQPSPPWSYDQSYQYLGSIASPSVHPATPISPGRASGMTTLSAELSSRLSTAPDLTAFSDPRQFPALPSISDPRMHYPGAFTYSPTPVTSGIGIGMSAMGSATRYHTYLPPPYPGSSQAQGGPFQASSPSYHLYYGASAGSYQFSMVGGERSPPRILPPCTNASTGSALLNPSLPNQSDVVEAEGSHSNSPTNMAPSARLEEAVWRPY
# Target sequence (Q13951 whole entry, looked up): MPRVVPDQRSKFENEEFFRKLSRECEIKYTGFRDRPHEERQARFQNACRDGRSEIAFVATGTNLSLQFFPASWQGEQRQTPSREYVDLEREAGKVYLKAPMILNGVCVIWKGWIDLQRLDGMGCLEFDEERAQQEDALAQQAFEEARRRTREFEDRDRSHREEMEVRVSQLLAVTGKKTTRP
#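 CBFb-His/RUNX1-biotin, 30 nM each, preincubated 20 min RT; compound 15 min RT; Ni + streptavidin beads 50 ng each, 90 min RT; AlphaScreen read.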
# KinaseGlo FLuc = Kinase-Glo luciferase inhibition (counter-screen). Q27757. Kinase-Glo luciferase, ATP luminescence, 8 min. AID 1379. Potency, µM (doses to about 38.3 µM), without a hit: at the highest dose activity change, negative = inhibition, actives largely listed as inhibitors. hit rate 0.28% among 200,000; note: potency is the fitted concentration of half-maximal effect; % is set by controls: 0 for no effect and ±100 for the full control effect; nearly all actives have a fitted effect of over 60% in size
#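 Recombinant Kinase-Glo luciferase, 10 uM ATP (linear range), luciferin; imidazole pH 7.2 / KCl / MgCl2 / Tween / BSA buffer; 8 min RT; luminescence.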
# LMNA splice mod = LMNA splicing modulation. HeLa LMNA splicing GFP/RFP minigene ratio, 48 h. Potency, µM (highest dose often 46.1 µM), for inactives: at the highest dose ratio change, negative = inhibition, usual class: inhibitors. hit rate 0.01% among 200,000; active = well fitted inhibition curve with a large enough effect in the signal ratio, with a control signal flat, not every such curve was filed as active; inconclusive = small, poorly fitted or top-dose-only effect, or effect the other way, or a change in a side signal; the % refers to the signal ratio; note: potency is the fitted concentration of half-maximal effect; % is set by controls: 0 for no effect and ±100 for the full control effect
#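 S3 HeLa cells stably expressing lamin A-EGFP splicing minigene plus DsRed2, 600 cells/well, 48 h compound exposure at 37C. Laser-scanning cytometry; analysed as GFP (500-530 nm)/RFP (575-640 nm) total intensity ratio; 0.5% DMSO vehicle.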
# HttQ103 aggreg = reduces HttQ103-GFP aggregates in PC12 cells | PC12 HttQ103-GFP aggregates, Acumen cytometry, 40 h | Potency, µM (top dose mostly 46.1 µM), for the others: at the top dose activity change, negative = inhibition, usual class: inhibitors | hit rate 1.1% among 220,000; note: potency is the fitted concentration of half-maximal effect; % is set by controls: 0 for no effect and ±100 for the full control effect; nearly all actives have a fitted effect of over 60% in size
#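 PC12 cells with ecdysone-inducible HTT exon1 Q103-GFP, induced by 100 nM tebufenozide, given compounds in a concentration series. GFP aggregates (1–25 um, 6 SD above background) counted in lysates by laser-scanning cytometry, 488 nm excitation.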
# HTT cytoprotect = cytoprotection in Huntington HTT-Q103 PC12 cell model. hit rate 0.14% among 230,000. AID 1471. PC12 HTT-Q103 induced, cytoprotection, ATP luminescence, 40 h. Potency, µM (doses to about 56.4 µM), for the others: cytoprotection (ATP increase), usual class: activators;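 note: potency is the fitted concentration of half-maximal effect; % of control where 0% means no effect; nearly all actives have a fitted effect of over 45% in size; toxic huntingtin expression switched on by the ecdysone agonist tebufenozide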
#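 Compounds added alongside 100 nM tebufenozide, which induces toxic Q103 huntingtin exon 1-GFP in stable PC12 cells; surviving cells quantified by luminescent ATP measurement. Medium: phenol red-free DMEM, 5% equine and 5% calf serum.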
# IMPase Li cell = cell-permeable IMPase inhibitors with lithium potentiation; CHO-M1 cells, IP1 TR-FRET (IP-One), carbachol + lithium; Potency, µM (top dose mostly 59.4 µM), for inactives: top-dose activity, negative = IMPase inhibition, usual class: inhibitors; AID 1457; hit rate 0.35% among 210,000;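 note: IP1 builds up when IMPase is blocked and the TR-FRET signal falls; potency is the fitted concentration of half-maximal effect; plate controls were basal vehicle for no effect and high inhibitor control for full effect; nearly all actives have a fitted effect of over 50% in size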
#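 Concentration–response in CHO-M1 cells, lithium-potentiated; 30 min at 37C. IP1 detected by competitive TR-FRET after 10 min lysis at RT. Hill-fitted AC50.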
# SMN2 splice enh = increases expression of the SMN2 splice variant | Potency, µM (highest dose often 46.1 µM), for inactives: top-dose activity change, positive = activation, actives largely listed as activators | HEK293 SMN2-luciferase splicing reporter, luminescence, 30-36 h | AID 1458 | hit rate 2.8% among 210,000; note: potency is the fitted concentration of half-maximal effect; % of control where 0% means no effect; nearly all actives have a fitted effect of over 55% in size
#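 qHTS luciferase splicing reporter: luminescence rises when SMN2 exon 7 is included in transfected HEK293 cells. Compound exposure lasted 30-36 h at 37C, with 4.5 mM final sodium butyrate as control, followed by a ONE-Glo read.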
# Numbers without * were called inactive; u = inconclusive; x = no result given; & = joins results of further samples; [ ] = remark or other dose. Unless noted, calls come from the whole dose curve; as a rule, active = well fitted curve in the direction sought with a large enough effect; inconclusive = small, poorly fitted or top-dose-only effect, or another doubt; inactive = no such curve, though single readings can be large; an effect the other way counts as inactive or inconclusive.
Structure	CBFb-RUNX1 inh	SMN2 splice enh	HttQ103 aggreg	HTT cytoprotect	IMPase Li cell	KinaseGlo FLuc	LMNA splice mod
CCOC(=O)CNC(=O)c1ccc(C)cc1	9.8%	9.7%	-10.1%	10.6%	27.0%[38.3 µM]	-7.7%	-4.9%
CCN(C(=O)CSc1nnc(-c2c[nH]c3ccccc23)o1)C1CCS(=O)(=O)C1 (stereo not given)	8.0%	-16.6%	-14.8%	-27.1%	-7.7%	1.6%	x
COC(=O)C1=C(C)NC2=C(C1c1ccc(O)cc1)S(=O)(=O)c1ccccc12 (stereo not given)	2.3%	8.7%	10.1%	-2.3%	18.3%[38.3 µM]	1.5%	-5.6%
COC(=O)c1ccccc1NC(=O)/C=C/C(=O)O	-1.4%	u	u	x	-10.2%	2.5%	-2.5%
O=C(CCc1ccccc1)NCCCN1CCOCC1	1.0%	-4.1%	22.9%	-10.8%	-3.0%[38.3 µM]	-1.6%	12.6%
Cc1ccccc1CN(C)CC(=O)Nc1ccccc1Oc1ccccc1	17.1%	-5.6%	-11.9%	13.3%[10 µM]	1.9%	-0.6%	-5.5%
COc1ccc(NC(=O)/C=C/c2ccco2)cn1	-15.1%	12.6µM*	24.1%	-52.5%[inhibitor]	4.9%	-9.2%	u
C/C(=N\NC(=S)NCc1ccccc1)c1cccs1	-5.7%	u	u	-42.4%	5.5%	3.2%	x
O=C1CCCN2N=C(SCC(=O)Nc3nc4ccccc4s3)SC2=N1	-10.8%	11.2%	-10.6%	-34.5%	13.4%	2.5%	2.8%[46 µM]
COc1ccc(C(=O)OCC(=O)NCc2ccc3c(c2)OCO3)cc1[N+](=O)[O-]	2.3%	5.9%	-6.5%	7.9%[10 µM]	6.1%	1.4%	-3.7%
Nc1nc2n(n1)C(c1cccc(Br)c1)CC(c1ccccc1)N2 (stereo not given)	1.9%	9.6%	-2.4%	22.8%[10 µM]	23.0%[38.3 µM]	0.8%	-11.9%
Cc1nc2cnc(N3CCNCC3)nc2n(C2CC2)c1=O	x	1.0%	x	u	-2.7%	-3.6%	x
CCOc1ccc(C(=O)Nc2cccc(NC(=O)c3cccs3)c2)cc1[N+](=O)[O-]	-18.0%	-8.5%	u	10.3%[10 µM]	2.6%	-4.0%	-29.6%
CSc1nc2ccsc2c(=O)n1-c1ccccn1	-1.7%	14.9%	-3.1%	-21.3%	2.4%	-1.1%	x
O=C(Nc1ncnc2sc3c(c12)CCCCC3)c1ccco1	2.4%	17.7%	3.9%	4.5%[10 µM]	20.8%[38.3 µM]	-0.3%	-9.9%
CC1(C)N=C(N)NC(Nc2ccc(Br)cc2)=N1	-4.2%	26.6%	-30.0%	8.8%	37.6%[activator][38.3 µM]	-4.2%	-10.1%
CCOC(=O)c1sc(C)c(C(=O)NC2CCCCC2)c1N	-0.5%	x	-6.1%	-7.4%	x	x	3.9%
CNC(=O)COC(=O)c1ccccc1Oc1ccccc1	2.8%	-4.7%	-2.1%	-0.7%	-3.6%[38.3 µM]	-5.3%	3.0%
CSc1nc(-c2ccccc2)cc(C)c1C#N	8.6%	x	-3.7%[9.22 µM]	19.3%[10 µM]	u	0.4%	x
CC(C)NCC(O)COc1ccc(CCOCC2CC2)cc1 (stereo not given)	17.6%&-0.9%&16.9%&4.5%&10.9%	-21.9%&24.7%&3.5%	19.3%&3.8%	15.2%	-5.6%&3.2%&-3.2%	-2.3%&-1.0%	u
O=C(NNc1ncccc1Cl)c1c(Cl)cccc1Cl	-12.5%	2.8%	-20.1%	-16.3%	-21.8%	-1.5%	x
CCOC(=O)C1=C(C)N(c2ccccc2)C(=O)NC1c1cccc([N+](=O)[O-])c1 (stereo not given)	-1.7%	-16.2%[1.84 µM]	-9.0%	13.2%[10 µM]	10.6%	0.6%	-3.3%
CCc1nnc(NC(=O)c2ccc(S(=O)(=O)N3CCCCC3C)cc2)s1 (stereo not given)	-1.1%	-17.4%	-18.8%	-11.8%	-3.3%[38.3 µM]	11.9%	-0.4%
O=C(CCC(=O)NCCCc1ccccc1)NCCCc1ccccc1	-19.3%	-20.3%	-7.1%	12.9%[10 µM]	-5.4%	-6.4%	u
COC(=O)c1nnc(-c2ccccc2)nc1OC	6.8%	8.9%	-5.6%	-11.5%[10 µM]	9.4%[38.3 µM]	-2.2%	-5.9%
Cc1ccccc1-c1ncc(CN2CCN(C3CCCC3)C(CCO)C2)cn1 (stereo not given)	2.5%	x	-2.5%[9.22 µM]	-8.9%[10 µM]	15.0%	-5.6%	17.7%[46 µM]
CC1CCCC(C)N1S(=O)(=O)c1ccc(S(=O)(=O)NCc2ccccc2)cc1 (stereo not given)	10.0%	0.0%	-8.6%	5.3%[1.9 µM]	-1.7%	6.4%	-0.2%
COc1ccc(NC(=S)NCCc2ccc(F)cc2)c(OC)c1	6.5%	9.9%	-15.4%	x	-1.9%	-0.2%	3.6%
O=C(NCC1CCCO1)c1sc(=S)n2c1[nH]c(=O)c1ccc(C(=O)N3CCCCC3)cc12 (stereo not given)	-14.1%	8.7%	-0.2%	-39.8%[inhibitor]	-9.1%[38.3 µM]	-1.1%	u
Nc1nc(Sc2c([N+](=O)[O-])cc(C(F)(F)F)cc2[N+](=O)[O-])n[nH]1	-1.2%	x	-7.9%[9.22 µM]	-29.9%[10 µM]	x	x	x

# Molecules listed so far containing a furan ring, fused or not:
Structure	CBFb-RUNX1 inh	SMN2 splice enh	HttQ103 aggreg	HTT cytoprotect	IMPase Li cell	KinaseGlo FLuc	LMNA splice mod
COc1ccc(NC(=O)/C=C/c2ccco2)cn1	-15.1%	12.6µM*	24.1%	-52.5%[inhibitor]	4.9%	-9.2%	u
O=C(Nc1ncnc2sc3c(c12)CCCCC3)c1ccco1	2.4%	17.7%	3.9%	4.5%[10 µM]	20.8%[38.3 µM]	-0.3%	-9.9%

# Next entries:
Structure	CBFb-RUNX1 inh	SMN2 splice enh	HttQ103 aggreg	HTT cytoprotect	IMPase Li cell	KinaseGlo FLuc	LMNA splice mod
CCN(CCCNC(=O)CN1C(=O)COc2ccccc21)c1cccc(C)c1	-5.0%	-5.4%	-8.7%	-4.6%	27.4%[38.3 µM]	-4.5%	10.8%
CCCc1[nH]nc2c1C1(C(=O)N(C(C)C)c3ccccc31)C(C#N)=C(N)O2 (stereo not given)	4.9%	x	-2.1%	15.3%	23.3%[38.3 µM]	-0.9%	-5.9%
CC(=O)NC1=NN(C(C)=O)C(c2ccc(C(C)C)cc2)S1 (stereo not given)	2.4%	4.2%	-15.6%	10.8%[10 µM]	-1.7%	-1.0%	-9.7%
CCOC(=O)c1ccc2c(c1)NCc1cccc(OC)c1O2	7.0%	x	6.3%[9.22 µM]	13.5%[10 µM]	x	x	x
CC(C)(C)OC(=O)N1CC(O)CC1C(=O)OCC(=O)c1ccccc1 (stereo not given)	1.5%	-13.4%	3.9%	12.1%[10 µM]	1.7%	4.1%	-2.5%
S=C(c1ccc(-c2ccc(Cl)cc2)o1)N1CCCCC1	u	5.01µM*	u	2.5%[10 µM]	22.3%[38.3 µM]	-0.5%	-2.2%
COc1cccc(-c2csc(NC(=O)Oc3ccccc3)n2)c1	2.1%	-6.5%	-2.0%	-9.6%	7.9%[38.3 µM]	-9.0%	10.1%
NS(=O)(=O)c1ccc(NC(=O)COC(=O)c2ccc3c(c2)OCCO3)cc1	12.3%	18.0%	-2.9%	-1.1%	3.5%	0.7%	-0.1%[46 µM]
O=C(O)CN1C(=O)C2(OCCCO2)c2ccccc21	5.9%	5.9%	-7.3%	-10.6%	17.9%[38.3 µM]	-1.1%	13.1%
Cc1ccc(C2=NCCNC2=O)c(C)c1	4.2%	5.4%	-8.2%	4.1%[0.074 µM]	-0.4%[38.3 µM]	3.5%	u
Cc1ccc(SCc2nnc(NC(=O)c3ccccc3)s2)cc1	2.1%	-14.9%	14.7%	-20.2%	1.1%[38.3 µM]	1.8%	10.0%
O=C(CSc1n[nH]c(=O)[nH]c1=O)Nc1ccccc1C(=O)c1ccccc1	-2.9%	x	10.0%[9.22 µM]	15.0%[10 µM]	x	x	x
COc1cc2c(CCNC(C)=O)c[nH]c2cc1Cl	-1.0%	11.4%&1.6%	x	u	2.8%&-14.6%&17.7%	-2.6%&2.4%	u
Cc1ccc(C)c(N=Nc2nc3ccccc3n2C)c1	-6.2%	u	-13.1%	-60.7%[inhibitor]	-9.2%[38.3 µM]	u	11.8%[0.0737 µM]
CCn1c(C(=O)N2CCC(C(=O)NCCCSC3CCCCC3)CC2)cc2sccc21	-13.0%	-39.1%[inhibitor]	u	-4.4%	10.0%[38.3 µM]	6.4%	-17.3%
Cn1cccc1C(=O)C(=O)Nc1ccc(Cl)cc1	-1.2%	10µM*	2.4%	-53.5%[inhibitor]	-1.4%[38.3 µM]	u	8.2%[0.0737 µM]
CCCCCC(=O)Nc1nc(C)c(-c2csc(Nc3cc(OC)ccc3OC)n2)s1	-16.2%	-30.7%[inhibitor]	u	-97.8%[inhibitor]	2.0%[38.3 µM]	-2.1%	u
CCNc1nc(N)c(C(=C(C#N)C#N)c2ccccc2)s1	13.1%	1.6%	-21.3%	-5.1%	-16.3%[38.3 µM]	0.2%	-0.9%[0.0737 µM]
Cc1ccc(N=C2SC(C(=O)NCCc3ccccc3)CC(=O)N2C)cc1C (stereo not given)	-0.8%	-8.7%	-15.7%	-7.2%[10 µM]	24.6%	1.2%	5.8%[46 µM]
COc1cc2nc(CN(C)Cc3ccc(C(C)(C)C)cc3)[nH]c(=O)c2cc1OC	3.0%	13.6%	-4.2%	-165.1%[inhibitor]	20.5%	u	u
CN=c1scc(-c2ccccc2F)n1/N=C/c1ccc(O)c(O)c1O	x	0.631µM*	2.8%	-46.2%[inhibitor][10 µM]	24.9%	11.2µM*	-2.3%[9.22 µM]
NC(=O)NC(=O)COC(=O)CN1C(=O)C2CCCCC2C1=O (stereo not given)	4.0%	13.2%	9.1%	20.4%[10 µM]	3.9%	0.9%	-11.5%
COc1ccc(NC(=O)c2ccccc2)cc1NS(=O)(=O)c1ccc(F)cc1	-4.1%	9.6%	-13.7%	34.0%[10 µM]	6.4%	-1.4%	-1.6%
